Assay outcomes (PubChem BioAssay)
Platelet DG rel: platelet dense granule release activity; human platelet-rich plasma, SFLLRN dense granule ATP release, luminescence; inhibition, %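 (compounds screened at 7.5 µM in platelet-rich plasma)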; actives 0.22% (n = 300,000); AID 1663;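 active means mean replicate score, as percent of positive control, at or above 50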
MrgX1 antag: blocks BAM8-22 activation of human MrgX1 receptor; Q96LB2; B-score at 10 µM; MRGX1-HEK293 calcium flux, Fluo-4, BAM8-22 antagonism; active compounds read low; AID 588676; actives 1.3% (n = 310,000);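 active means calcium-response B-score plate-corrected more than 3 library SD below zero, starting fluorescence within 5 deviations, no agonist response on first addition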;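 further: peak minus trough fluorescence over baseline after final BAM8-22 challenge near maximal dose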
MrgX1 ag: agonists of human MrgX1 receptor; Q96LB2; B-score at 10 µM; AID 588627; MrgX1-HEK293 cells, Fluo-4 calcium fluorescence, agonist mode; active compounds read high; actives 0.44% (n = 310,000);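 active means calcium response B-score plate-corrected fluorescence ratio at least 3 library SD, with starting fluorescence B-score inside 5 SD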
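Test system: HEK293 cells stably expressing human MrgX1 receptor; Input: fifteen thousand cells per well; Dosing: compound delivered in addition one of three; Schedule: overnight seeding, then 1 h dark dye loading; Technique: Fluo-4 NW calcium fluorescence; Measure: B-scored fluorescence response ratio; Controls: positive and negative controls per plate.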
TRPC6 activator: activates the mouse TRPC6 cation channel | Q61143 | HEK293-TRPC6 membrane potential dye fluorescence; active compounds read high | actives 0.13% (n = 310,000) | B-score at 10 µM;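 active means B-score of the integrated fluorescence ratio above library mean plus 3 SD, and starting fluorescence ratio within library mean plus 5 SD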;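 further: higher score means more depolarization so channel activation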
HIF act: HIF pathway transcriptional activation. U2OS HRE-luciferase reporter, luminescence; normalized: DMSO 0%, desferrioxamine 100%. activation, % at 7.5 µM (by protocol). actives 0.32% (n = 300,000). AID 1910;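 active means mean activation of at least 10% of the iron chelator positive control signal, with at least half of replicates also reaching 10%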
RGS4 act: potentiators or activators of RGS4; HEK293 M3R/inducible RGS4, carbachol calcium flux Fluo4; active compounds read low; AID 463111; B-score at 10 µM; actives 0.92% (n = 310,000);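 active means B-score of the integrated calcium signal more than 4 SD below the library mean, with starting fluorescence not abnormally high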;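 further: negative B-score means reduced calcium response which marks RGS4 activation or potentiation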
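test system = HEK293 cells with stable M3R and inducible RGS4 | schedule = recording 10 s baseline at 1 Hz, 100 s post-agonist | technique = Fluo4-AM (2 µM) calcium-flux fluorescence, kinetic read | measure = Agonist-evoked peak-minus-minimum fluorescence over baseline, integrated ratio, B score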
TRPC6 inhibitor: inhibitors of mouse TRPC6 channel; Q61143; HEK293-TRPC6, membrane potential dye, ACh-evoked depolarization; active compounds read low; B-score at 10 µM; actives 1.1% (n = 310,000);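 active means B-score under library mean minus 3 SD, initial fluorescence not abnormally high, positive integrated signal ratio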;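 further: B-score derived from integrated fluorescence ratio over the kinetic read; more negative B-score means stronger inhibition of depolarization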
RGS4 inh: inhibitors of human RGS4. actives 0.45% (n = 310,000). B-score at 10 µM. AID 463165. P49798. HEK293 M3R/RGS4 inducible, Fluo-4 calcium flux; active compounds read high; triggered by carbachol at its EC20;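 active means B-score, a plate-corrected calcium signal, over three deviations above library mean, with baseline fluorescence within five deviations of library mean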;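 further: RGS4 expression induced by doxycycline in cells with stable M3 receptor; B-score is computed from the integrated fluorescence ratio over baseline after carbachol; higher B-score means a larger calcium signal and so more RGS4 inhibition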
TRPC4 inh: inhibitors of mouse TRPC4 channel; Q9QUQ5; HEK293 TRPC4beta/mu-opioid, DAMGO-evoked Fluo4 calcium flux; active compounds read low; B-score at 10 µM; actives 0.39% (n = 300,000);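 active means B-score over 3 SD under the library average, no early fluorescence shift, positive overall ratio signal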
Target sequence (Q9QUQ5 whole entry, looked up): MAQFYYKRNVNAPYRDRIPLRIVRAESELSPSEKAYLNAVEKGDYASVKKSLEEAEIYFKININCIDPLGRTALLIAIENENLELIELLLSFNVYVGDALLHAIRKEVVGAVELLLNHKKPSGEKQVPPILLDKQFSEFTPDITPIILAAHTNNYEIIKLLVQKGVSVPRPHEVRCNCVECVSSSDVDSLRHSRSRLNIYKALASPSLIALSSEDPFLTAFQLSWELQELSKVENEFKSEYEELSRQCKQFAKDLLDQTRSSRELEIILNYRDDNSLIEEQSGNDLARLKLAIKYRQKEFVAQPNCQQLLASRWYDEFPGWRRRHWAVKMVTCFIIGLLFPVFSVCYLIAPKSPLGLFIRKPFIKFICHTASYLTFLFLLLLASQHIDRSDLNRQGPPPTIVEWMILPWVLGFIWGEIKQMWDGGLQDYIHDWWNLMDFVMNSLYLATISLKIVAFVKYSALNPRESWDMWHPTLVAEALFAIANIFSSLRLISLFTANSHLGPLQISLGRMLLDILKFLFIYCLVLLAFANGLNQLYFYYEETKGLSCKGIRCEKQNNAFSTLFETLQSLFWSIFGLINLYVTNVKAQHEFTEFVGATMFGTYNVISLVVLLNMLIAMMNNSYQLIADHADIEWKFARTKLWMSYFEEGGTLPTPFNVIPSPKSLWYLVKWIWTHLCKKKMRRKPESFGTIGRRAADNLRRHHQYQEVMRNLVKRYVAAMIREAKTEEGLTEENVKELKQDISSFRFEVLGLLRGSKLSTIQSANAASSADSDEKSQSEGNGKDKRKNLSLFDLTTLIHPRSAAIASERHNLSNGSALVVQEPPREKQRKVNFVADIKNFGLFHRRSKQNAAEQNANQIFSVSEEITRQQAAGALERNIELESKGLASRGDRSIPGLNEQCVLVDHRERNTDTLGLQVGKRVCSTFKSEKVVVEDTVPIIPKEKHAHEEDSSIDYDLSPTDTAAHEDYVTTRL
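Test system – stable TRPC4beta/mu-opioid receptor HEK293 cells · Probe or stimulus – DAMGO, a submaximal dose followed by a maximal one · Dosing – one concentration per compound · Signal – Fluo4 calcium fluorescence by kinetic imaging, 5 s 1 Hz baseline · Evaluation – per-well B score of integrated baseline-normalized Fluo4 ratio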
SKKanGAS inh: inhibitors of SKKanGAS S. pyogenes growth in kanamycin (SK-promoter or general growth effect) | BacTiter-Glo, 6 h | inhibition, % at 7.5 µM | actives 1.3% (n = 300,000) | AID 1662;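 active means mean replicate score, as percent of positive control median, at least 50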;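 further: strain carries kanamycin resistance gene driven by streptokinase promoter and grows in 40 µg/ml kanamycin; loss of luminescence reflects streptokinase promoter inhibition or plain growth inhibition; 0% = median of DMSO wells and 100% = positive control at its reference dose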
MrgX1 PAM: allosterically activates human MrgX1 receptor signaling; MrgX1-HEK293, Fluo-4 calcium flux, FDSS; active compounds read high; actives 0.63% (n = 310,000); Q96LB2; AID 588675; B-score at 10 µM;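 active means plate-corrected calcium response at least 3 library SD above typical, normal starting fluorescence, not activating the receptor alone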;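 further: compound read alongside a low EC10 to EC30 dose of BAM8-22 agonist; peak minus trough fluorescence over baseline measured at the second addition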
* hit, by the source's call; i = inactive; nt = not tested or not shown.

SMILES | Platelet DG rel | MrgX1 antag | MrgX1 ag | TRPC6 activator | HIF act | RGS4 act | TRPC6 inhibitor | RGS4 inh | TRPC4 inh | SKKanGAS inh | MrgX1 PAM
S=c1[nH]nc(CSCc2ccc(Cl)cc2Cl)n1-c1ccccc1 | -2 | i | i | i | 0.3 | i | i | i | i | -1 | i
S=C(NCCOCCOCCNC(=S)Nc1ccccc1)Nc1ccccc1 | -8 | i | i | i | 0.0 | i | i | i | i | -9 | i
CCOC(=O)c1cnn(-c2cccc(Cl)c2)c1N | 3 | i | i | i | 0.9 | i | i | i | i | -3 | i
CCOC(=O)c1cnc(SCC(=O)Nc2nnc(CC)s2)nc1N | -2 | i | i | i | 0.3 | i | i | i | i | 1 | i
O=C1SCCc2c1n(Cc1ccccc1)c1ccccc21 | -1 | i | i | i | 0.0 | i | i | i | i | 24 | i
COc1ccc(C(=O)N2CCCC(CO)(Cc3ccccc3C)C2)o1 (stereo not drawn) | 38 | i | i | i | 0.3 | i | i | i | i | 2 | i
CCOC(=O)CNC(=O)CSc1nnc(COc2ccc(Cl)cc2)n1CC | 1 | i | i | i | -0.5 | i | i | i | i | -1 | i
COc1ccc(NC(=O)CCNS(=O)(=O)c2cccc3nonc23)cc1 | 2 | i | i | i | -0.3 | i | i | i | i | 0 | i
Cc1noc(C)c1COc1ccc(C(=O)N2CCCC(C(F)(F)F)C2)cc1 (stereo not drawn) | 2 | i | i | i | -0.7 | i | i | i | i | 12 | i
CCN1C(C)=C(C)S/C1=C1\SC(=S)N(NC(C)=O)C1=O | 10 | i | i | i | 0.0 | i | i | i | i | -2 | i
O=C(OCc1c(Cl)cccc1Cl)c1ccncc1 | -2 | i | i | i | -0.8 | i | i | i | i | -1 | i
CCCNc1nc2c(c(=O)[nH]c(=O)n2C)n1CCOc1ccccc1 | -4 | i | i | i | -2.6 | i | i | i | i | 4 | i
Cc1cccn2c(=O)c3cc(C(=O)NCc4ccco4)c(=N)n(C4CCCCC4)c3nc12 | -15 | i | i | i | -0.1 | i | -6.8* | i | i | 2 | i
CCOC(=O)c1c(C)cc(C)n2c1nc1ccccc12 | 6 | i | i | i | 0.2 | i | -8.1* | i | i | 1 | i
COc1ccc(OC)c(NC(=O)c2nc3ccccc3s2)c1 | 6 | i | i | i | 3.6 | i | i | i | i | 1 | i
Cc1ccc(NC(=O)c2ccc(NCCN)c([N+](=O)[O-])c2)cc1 | -8 | i | i | i | 1.9 | i | i | i | i | -11 | i
COC(C[C@H]1O[C@H]1C(=O)[C@@H](C)OCc1ccccc1)OC | 6 | i | i | i | -0.3 | i | i | i | i | -5 | i
CCOP(=O)(OCC)C(NC(=O)Nc1ccc(C)cc1)C(N)=O (stereo not drawn) | -1 | i | i | i | -0.3 | i | i | i | i | 2 | i
S=C(NC1CC1)N1CCCc2ccccc21 | -2 | i | i | i | 0.0 | i | i | i | i | -8 | i
N#Cc1ccc(OCc2ccc(C(=O)O)o2)cc1 | -3 | i | i | i | -1.1 | i | i | i | i | -2 | i
COc1cc(/C=C2/SC(=S)NC2=O)ccc1OS(=O)(=O)c1ccc(C)cc1 | 4 | -4.7* | i | i | -0.2 | i | i | i | i | 29 | i
Cc1cc(C)c2cc3c(ccn3C3OC[C@H](O)[C@H](O)[C@H]3O)cc2n1 (stereo partly drawn) | 0 | -6.4* | i | i | -0.4 | i | -7.1* | i | i | -7 | i
CC(=O)N1c2c(cc(Br)cc2S(=O)(=O)Nc2c(C)n(C)n(-c3ccccc3)c2=O)CC1C (stereo not drawn) | 2 | i | i | i | -0.1 | i | i | i | i | -1 | i
COCc1cc(C)nc(N/N=C/c2ccc(-c3ccc(C(=O)O)c(Cl)c3)o2)c1C#N | -4 | i | i | i | -0.2 | i | i | i | i | 9 | i
Clc1ncnc2scc(-c3ccc(Br)cc3)c12 | -1 | i | i | i | 0.0 | i | i | i | i | 9 | i
Cc1ccc(-c2cc(-c3ccc4c(c3)OCO4)c(C#N)c(N)n2)o1 | 9 | i | i | i | 0.7 | i | i | 8.8* | i | 13 | i
COc1ccc(/C=N/n2c(=O)[nH]c3c([nH]c4ccc(Cl)cc43)c2=O)cc1CN1CCCCC1 | -3 | i | i | i | -0.4 | i | i | i | i | 1 | i
CC(C)(C)c1ccc(C(=O)NNC(=O)c2cccc(Br)c2)cc1 | 7 | i | i | i | 1.0 | i | i | i | i | 0 | i
Cc1ccc2c(Cn3cc(C(F)(F)F)cc(Cl)c3=O)cc(=O)oc2c1 | 2 | i | i | i | 0.1 | i | i | i | i | 0 | i
N#C/C(=C\c1ccccc1OCc1ccc(C(=O)O)cc1)c1ccccc1 | 2 | i | i | i | -0.3 | i | i | i | i | -6 | i
CCOCCCNC(=S)N1CCC(C(=O)c2ccc(C)cc2)CC1 | -9 | i | i | i | -0.4 | i | i | i | i | -3 | i
CCC(c1nnnn1C1CCCCC1)N1CCN(C(=O)c2ccco2)CC1 (stereo not drawn) | 8 | i | i | i | 0.0 | i | i | i | i | 1 | i
CC(=O)c1cccc(OCc2cc(C(=O)N3CCSCC3)no2)c1 | -5 | -9* | i | i | 3.4 | i | i | i | i | 4 | i
CCOC(=O)NC(Nc1ccc(OC)cc1)(C(F)(F)F)C(F)(F)F | 3 | i | i | i | 1.6 | i | i | i | i | 0 | i
Cc1coc2c(C)c3oc(=O)c(CCC(=O)NCCCN4CCOCC4)c(C)c3cc12 | 1 | i | i | i | -0.1 | i | i | i | i | -7 | i
Cc1nc2cc(NCc3cccs3)ccc2n1C | 2 | i | i | i | 3.2 | i | i | i | i | 11 | i
Cc1cc(C)cc(C(=O)NC(CC(N)=O)c2ccc(NCCN3CCOCC3)c([N+](=O)[O-])c2)c1 (stereo not drawn) | 0 | i | i | i | -1.0 | i | i | i | i | 2 | i
C=CCn1c(SCC(N)=O)nc2sc3c(c2c1=O)CCC3 | 11 | i | i | i | -6.7 | i | i | i | i | 9 | i
Cc1ccc(-c2csc(NC3OC(=O)c4ccccc43)n2)cc1 (stereo not drawn) | 25 | i | i | i | 2.0 | i | i | i | i | 1 | i
CCCCCC(=O)NC(NC(=S)N1CCOCC1)C(Cl)(Cl)Cl (stereo not drawn) | -6 | i | i | i | 0.2 | i | i | i | i | -11 | i
[O-][n+]1onc2c1CCc1c-2nc(-c2ccccc2)n1OCc1ccccc1 | -3 | i | i | i | 0.5 | i | i | i | i | -18 | i
Nc1cc(C(F)(F)F)ccc1C(=O)O | -19 | i | i | i | nt | i | i | i | i | 0 | i
Cc1ccc(NC(=O)Cn2nnc(C(=O)NCc3ccccc3)c2N)cc1C | -6 | i | i | i | -0.1 | i | i | i | i | 8 | i
Cc1ccc(S(=O)(=O)c2c(C)nn(C(C)(C)C)c2OC(=O)c2ccco2)cc1 | -10 | i | i | i | -0.7 | i | i | i | i | 4 | i
Cc1ccc(C(C[N+](=O)[O-])Sc2ccc(N)cc2)cc1 (stereo not drawn) | 6 | i | 33* | i | 2.6 | i | i | 14* | i | -1 | i
Cc1ccc(CNC(=O)COC(=O)CCC(=O)c2cccs2)cc1 | 1 | i | i | i | 0.3 | i | i | i | i | -7 | i
O=C(c1ccc2ccccc2n1)N(CCO)Cc1ccccc1 | -3 | i | i | i | -23 | i | i | i | i | -3 | i
CC1CN(C(=O)CCC(=O)NCc2ccc(Cl)cc2)c2ccccc2O1 (stereo not drawn) | -1 | i | i | i | -0.1 | i | i | i | i | 0 | i
CCOc1ccc(C(C(=O)NCCC(C)C)N(CCO)C(=O)c2snc(C(N)=O)c2N)cc1 (stereo not drawn) | -2 | i | i | i | -0.4 | i | i | i | i | 14 | i
CCC(=O)Nc1nc(OC)cc(OC)n1 | -13 | i | i | i | -0.1 | i | i | i | i | -16 | i
(next part)
SMILES | Platelet DG rel | MrgX1 antag | MrgX1 ag | TRPC6 activator | HIF act | RGS4 act | TRPC6 inhibitor | RGS4 inh | TRPC4 inh | SKKanGAS inh | MrgX1 PAM
Brc1ccccc1-c1nnc(COc2cccc3cccnc23)o1 | 1 | i | i | i | 0.8 | i | i | i | i | 0 | i
CCCCCCC(=O)N1CCN(c2cc3c(cc2F)c(=O)c(C(=O)O)cn3CC)CC1 | 13 | i | i | i | 0.0 | i | i | i | nt | -1 | i
COc1ccc(C(CNC(=O)CN2C(=O)NC3(CC(C)CC(C)(C)C3)C2=O)N2CCOCC2)cc1 (stereo not drawn) | 2 | i | i | i | 0.1 | i | i | i | i | -2 | i
CN1C2CCC1CC(NC(=O)CSc1ccc(C(C)(C)C)cc1)C2 (stereo not drawn) | -4 | i | i | i | -0.7 | i | i | i | i | 2 | i
CC(C)CCSc1nc2c(c(=O)[nH]c(=O)n2C)n1CCCc1ccccc1 | -2 | i | i | i | -0.3 | i | i | i | i | 19 | i
COC(=O)C1=C(C)N(CCc2ccc(OC)cc2)C(=O)C1 | 25 | i | i | i | 0.1 | i | i | i | i | -4 | i
CC(C)(C)C(=O)Cn1nc(Cl)nc1Cl | 5 | i | i | i | -0.2 | i | i | i | i | 7 | i
COc1ccc(NC(=O)CN(C)C(=O)c2c(-c3ccccc3Cl)noc2C)cc1 | -5 | i | i | i | 0.1 | i | i | i | i | -4 | i
O=C(c1cccs1)N1N=C(c2ccccc2)CC1c1ccccc1O (stereo not drawn) | 2 | i | i | i | 0.4 | i | i | i | i | 15 | i
CCOC(=O)CSc1nnc(CSc2nc3sc4c(c3c(=O)[nH]2)CCCC4)n1-c1ccccc1 | 0 | i | i | i | -0.7 | i | i | i | i | 2 | i
O=C(OCC(=O)N1CCc2ccccc21)c1ccc[n+]([O-])c1 | 1 | i | i | i | 0.2 | i | i | i | i | 1 | i
O=C(COC(=O)c1ccccc1SCC(=O)N1CCCC1)Nc1ccccc1 | -5 | i | i | i | 0.4 | i | i | i | i | -4 | i

Copied from the list:
CC1CN(C(=O)CCC(=O)NCc2ccc(Cl)cc2)c2ccccc2O1 (stereo not drawn) in SKKanGAS inh has 0
CCOC(=O)c1cnn(-c2cccc(Cl)c2)c1N in SKKanGAS inh has -3
